MrgX1 PAM = allosterically activates human MrgX1 receptor signaling; MrgX1-HEK293, Fluo-4 calcium flux, FDSS; stronger effect = higher value; 310,000 compounds, 0.63% hits; B-score at 10 µM;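 active = plate-corrected calcium response at least 3 library SD above typical, normal starting fluorescence, not activating the receptor alone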;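 note: compound read alongside a low EC10 to EC30 dose of BAM8-22 agonist; peak minus trough fluorescence over baseline measured at the second addition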
TMEM16A act = mouse TMEM16A channel activation, primary screen; Q8BHY3; HEK293 TMEM16A/YFP-H148Q/I152L, iodide quench fluorescence; stronger effect = lower value; B-score at 10 µM; 340,000 compounds, 0.3% hits; AID 623877;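 active = fluorescence-ratio B-score plate-corrected deviation score at least 3 library SD below zero, with starting fluorescence score within 5 deviations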;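 note: channel opened by trigger with iodide after compound preincubation; score built on the fluorescence ratio of max minus min over baseline; more negative score means more quench and so TMEM16A activation or potentiation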
RGS4 inh = inhibitors of human RGS4. B-score at 10 µM. P49798. 310,000 compounds, 0.45% hits. HEK293 M3R/RGS4 inducible, Fluo-4 calcium flux; stronger effect = higher value; triggered by carbachol at its EC20;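 active = B-score, a plate-corrected calcium signal, over three deviations above library mean, with baseline fluorescence within five deviations of library mean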;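 note: RGS4 expression induced by doxycycline in cells with stable M3 receptor; B-score is computed from the integrated fluorescence ratio over baseline after carbachol; higher B-score means a larger calcium signal and so more RGS4 inhibition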
Target sequence (P49798 whole entry, looked up): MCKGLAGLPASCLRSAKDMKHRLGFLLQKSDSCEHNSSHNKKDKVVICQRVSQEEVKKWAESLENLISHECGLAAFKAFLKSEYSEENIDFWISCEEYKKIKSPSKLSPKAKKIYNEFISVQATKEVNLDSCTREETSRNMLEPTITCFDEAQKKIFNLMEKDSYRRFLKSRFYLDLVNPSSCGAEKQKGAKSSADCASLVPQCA
RGS4 pot = RGS4 potentiation or activation | HEK293 M3R/inducible RGS4, carbachol calcium flux Fluo4; stronger effect = lower value | B-score at 10 µM | 310,000 compounds, 0.92% hits | AID 463111;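 active = B-score of the integrated calcium signal more than 4 SD below the library mean, with starting fluorescence not abnormally high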;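 note: negative B-score means reduced calcium response which marks RGS4 activation or potentiation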
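Test system: HEK293 cells with stable M3R and inducible RGS4; also added: carbachol at ECmax as muscarinic agonist stimulus; schedule: dye loading 30 min 37 °C, buffer rest 30 min RT; technique: kinetic calcium fluorescence imaging with Fluo4-AM dye, 2 µM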
KCNQ1 block = inhibitors of human KCNQ1 potassium channel. P51787. CHO-K1 KCNQ1, FluxOR thallium flux fluorescence; stronger effect = higher value. B-score at 10 µM. 310,000 compounds, 1.3% hits;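 active = compounds whose thallium flux B-score, printed positive for inhibition, exceeds three library SD while starting fluorescence stays within three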;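 note: channel opened by potassium depolarization with thallium stimulus after 20 min compound exposure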
KCNQ1 act = potentiators or activators of human KCNQ1 potassium channel | 310,000 compounds, 0.35% hits | P51787 | AID 2648 | CHO-K1 KCNQ1, thallium flux FluxOR fluorescence; stronger effect = higher value | B-score at 10 µM;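 active = fluorescence ratio B-score, a plate-corrected score, at least three library SD, with initial intensity B-score within 5 SD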
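assay system = KCNQ1-transfected CHO-K1 cells | medium = assay buffer with matched DMSO | probe or stimulus = depolarizing K+/Tl+ stimulus, K2SO4 and Tl2SO4 each 12.5 mM in 5x stock | dosing = single dose | incubation = dye 90 min, compound 20 min, room temperature | detection = kinetic FluxOR fluorescence, 10 s baseline plus 110 s post-stimulus | evaluation = ratio B score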
TMEM16A inh = blocks the mouse calcium-activated chloride channel TMEM16A | HEK293 TMEM16A/YFP iodide influx fluorescence, ionomycin | normalized B-score (activity score, 25-100; higher = stronger inhibition) at 10 µM | 310,000 compounds, 1.2% hits;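 active = ratio plate-corrected score three or more library SD toward inhibition, starting fluorescence score within five deviations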;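 note: score derived from kinetic fluorescence span divided by baseline fluorescence per well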
KCNK3 inh = human KCNK3 channel inhibition, primary screen. O14649. CHO-KCNK3 thallium flux, FluxOR fluorescence; stronger effect = lower value. B-score at 10 µM. 340,000 compounds, 0.84% hits. AID 602410;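 active = B-score under library mean minus 4 SD, starting fluorescence ratio at most library mean plus 5 SD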;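 note: more negative B-score means stronger inhibition of thallium flux through KCNK3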
Target sequence (O14649 whole entry, looked up): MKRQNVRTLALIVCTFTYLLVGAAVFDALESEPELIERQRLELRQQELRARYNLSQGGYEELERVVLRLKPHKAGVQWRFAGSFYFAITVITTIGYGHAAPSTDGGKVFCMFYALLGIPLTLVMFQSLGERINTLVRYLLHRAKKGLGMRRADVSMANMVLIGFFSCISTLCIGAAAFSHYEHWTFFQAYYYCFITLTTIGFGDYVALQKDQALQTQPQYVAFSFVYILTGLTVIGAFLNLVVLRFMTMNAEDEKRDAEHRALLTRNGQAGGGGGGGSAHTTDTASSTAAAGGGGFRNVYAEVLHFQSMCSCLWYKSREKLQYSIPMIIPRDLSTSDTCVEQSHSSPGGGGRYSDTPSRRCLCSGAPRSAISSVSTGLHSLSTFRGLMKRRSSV
hERG rescue = compounds protecting human hERG from proarrhythmic drug block. CHO-hERG, FluxOR thallium flux, dofetilide IC70 present. AID 1511. activation (rescue from dofetilide block), less the hit threshold, % at 10 µM. Q12809. 310,000 compounds, 0.51% hits;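 active = activation above the mean of controls blocked by dofetilide plus 5 SD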;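 note: thallium influx through hERG after potassium depolarization seen as dye fluorescence rise; in these data hits start at about 4.7%; inactives centre near -7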
KCNK9 inh = blocks the human KCNK9 two-pore domain potassium channel; 310,000 compounds, 1.2% hits; HEK293 KCNK9, FluxOR thallium flux fluorescence; stronger effect = lower value; B-score at 10 µM; AID 488922;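 active = ratio B-score over 3 SD below the library mean, with starting fluorescence within 5 SD of its mean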;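 note: negative B-score means less thallium flux so channel inhibition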
Target sequence (Q9NPC2 whole entry, looked up, the tested form may be a part): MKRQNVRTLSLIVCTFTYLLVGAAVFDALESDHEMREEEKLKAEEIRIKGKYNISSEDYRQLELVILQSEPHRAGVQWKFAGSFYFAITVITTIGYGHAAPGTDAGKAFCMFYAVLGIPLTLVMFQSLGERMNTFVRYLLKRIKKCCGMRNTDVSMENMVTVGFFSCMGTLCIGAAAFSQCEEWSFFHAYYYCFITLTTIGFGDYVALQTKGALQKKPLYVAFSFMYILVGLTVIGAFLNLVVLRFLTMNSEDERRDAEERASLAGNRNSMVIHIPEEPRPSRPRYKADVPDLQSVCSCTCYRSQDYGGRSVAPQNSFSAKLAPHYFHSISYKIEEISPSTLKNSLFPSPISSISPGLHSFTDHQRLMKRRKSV
MrgX1 agonist = human MrgX1 receptor agonism, primary screen. Q96LB2. MrgX1-HEK293 cells, Fluo-4 calcium fluorescence, agonist mode; stronger effect = higher value. B-score at 10 µM. 310,000 compounds, 0.44% hits. AID 588627;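 active = calcium response B-score plate-corrected fluorescence ratio at least 3 library SD, with starting fluorescence B-score inside 5 SD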
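Assay system: stable human MrgX1 HEK293 cell line. Quantity: 15,000 cells per well. Schedule: cells plated overnight, dye loaded 0.5 h 37 °C, 0.5 h room temperature. Detection: Fluo-4 NW calcium-flux fluorescence, kinetic read. Read-out basis: peak-minus-minimum fluorescence over baseline, converted to B scores. Control set: positive and negative control wells on each plate.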
Starred values were filed as active, the others as inactive; i = inactive; . = not tested or not shown.

Values run as follows: MrgX1 PAM	TMEM16A act	RGS4 inh	RGS4 pot	KCNQ1 block	KCNQ1 act	TMEM16A inh	KCNK3 inh	hERG rescue	KCNK9 inh	MrgX1 agonist
CN(NS(=O)(=O)c1cccs1)c1ncc(C(F)(F)F)cc1Cl
 : i	i	i	i	i	i	i	i	-8	i	i
CC(C)n1cnc2c(=S)nc[nH]c21
 : i	i	i	i	i	i	i	i	-11	i	i
CC(C)OC(=O)NCN1C(=O)C2C3C=CC(C3)C2C1=O (centres undefined)
 : i	i	i	i	i	i	i	i	-3	i	i
COc1ccccc1N1CCN(C2CCN(C(=O)c3ccc(F)cc3)CC2)CC1
 : i	i	i	i	i	i	i	i	-3	i	i
COc1ccc(NC(=O)CN(C)C(=O)CSc2nc3ccccc3s2)cc1
 : i	i	i	i	i	i	i	i	-12	i	i
CN1CCC(N2CCN(c3cccc(C(F)(F)F)c3)CC2)CC1
 : i	i	i	i	i	i	i	i	0	i	i
Cc1ccccc1CC(=O)N1CCOCC1
 : i	i	i	i	i	i	i	i	-2	i	i
CC1CCN(Cc2nnnn2-c2cccc([N+](=O)[O-])c2)CC1
 : i	i	i	i	i	i	i	i	-9	i	i
COc1cccc(/C=C2\C(=O)N(c3cccc(C)c3)C(=O)c3ccccc32)c1
 : i	i	i	i	i	i	i	i	-10	i	i
CCc1ccc(NC(=O)c2onc(C)c2Cl)cc1
 : i	i	i	i	i	i	i	i	-8	i	i
O=C(NC1=NCCS1)Nc1ccccc1
 : i	i	i	i	i	i	i	i	-7	i	i
Cn1c(=O)[nH]c(=O)c2c1nc(N(CCO)Cc1ccccc1)n2Cc1ccccc1Cl
 : i	i	i	i	i	i	i	i	-9	i	i
CCn1cc(C(=O)O)c(=O)c2cnc(N3CCN(C(=S)Nc4ccccc4C(F)(F)F)CC3)nc21
 : i	i	i	i	i	i	i	i	-13	i	i
COc1ccc(S(=O)(=O)N(C)CC(=O)Nc2c(F)cccc2F)cc1
 : i	i	i	i	i	i	i	i	-9	i	i
O=C(NCCCN1CCOCC1)C1CCN(S(=O)(=O)c2cccc(Cl)c2Cl)CC1
 : i	i	i	i	i	i	i	i	-9	i	i
CCN(C(=O)c1ccco1)c1nnc(-c2ccc(OC)cc2)s1
 : i	i	i	i	i	i	i	i	-5	i	i
CCCC[C@@H]1CNC(=S)N1CCc1cccc2ccccc12
 : i	i	i	i	i	i	i	i	-7	i	i
O=C(COC(=O)/C=C/c1cccc(F)c1)NNC(=O)c1ccccc1
 : i	i	i	i	i	i	i	i	-10	i	i
CCN(C(=O)CN1CCN(C)CC1)c1cccc2ccccc12
 : i	i	i	i	i	i	i	i	-6	i	i
O=C(/C=C\c1ccc2c(c1)OCO2)NC1(C(=O)Nc2ccc3c(c2)OCO3)CCCCC1
 : i	i	i	i	i	i	i	i	-5	i	i
O=C(Nc1ccncc1)Nc1ccccc1Cl
 : i	i	i	i	i	i	i	i	-9	i	i
CCOC(=O)C1CCN(C(=O)CCc2c(C)nc3cc(-c4ccccc4)nn3c2C)CC1
 : i	i	i	i	i	i	i	i	-10	i	i
CCOc1cc(/C=C/c2nc3cc(C)c(C)cc3s2)ccc1OCC(=O)N1CCOCC1
 : i	i	i	i	i	i	i	i	-4	i	i
COc1ccc(/C=C/C(=O)N2CCOCC2)cc1OC
 : i	i	i	i	i	i	i	i	-4	i	i
CN(C)CCCn1c2c(c(SCC(=O)Nc3ccc4c(c3)OCO4)nc1=O)CCC2
 : i	i	i	i	i	i	i	i	-10	i	i
CC(=O)NCCC(=O)N1CCCC(N(C)CCc2ccccc2)C1 (centres undefined)
 : i	i	i	i	i	i	i	i	2	i	i
COc1ccc2oc(-c3ccccc3)c(C(=O)N(C)C)c2c1
 : i	i	i	i	i	i	i	i	-9	i	i
NC(=S)Nc1cccc(O)c1
 : i	i	i	i	i	i	i	i	-6	i	i
COc1cc(NC(=O)COC(=O)CC(NC(C)=O)c2ccccc2)cc(OC)c1 (centres undefined)
 : i	i	i	i	i	i	i	i	-7	i	i
N#Cc1c(-c2ccc(F)cc2)cc(C2CC2)nc1SCC(=O)c1cccs1
 : i	i	i	i	i	i	i	i	8.1*	i	i
COc1ccc(C2CC(c3ccccc3)Nc3nc(NS(C)(=O)=O)nn32)cc1 (centres undefined)
 : i	i	i	i	i	i	i	i	-12	i	i
COc1ccc([N+](=O)[O-])c(OC)c1C(=O)Nc1ccc(F)cc1F
 : i	i	i	i	i	i	i	i	-4	i	i
O=C(NNS(=O)(=O)c1ccc(F)cc1)c1ccc(S(=O)(=O)N2CCCCC2)cc1
 : i	i	i	i	i	i	i	i	-16	i	i
O=C(CN1C(=O)C2CCCCC2C1=O)Nc1nccs1 (centres undefined)
 : i	i	i	i	i	i	i	i	0	i	i
COCCn1c(SCC(=O)Nc2ccc(OC)c(S(N)(=O)=O)c2)nc2ccccc21
 : i	i	i	i	i	i	i	i	-9	i	i
CCn1c(SCC(=O)NCCc2ccc(Cl)cc2)nnc1-c1cccs1
 : i	i	i	i	i	i	i	i	-5	i	i
O=C(OCC(=O)N1CCc2ccccc21)C1=COCCO1
 : i	i	i	i	i	i	i	i	-19	i	i
CCOc1ccccc1NC(=O)C(=O)NCC1CCCN1CC (centres undefined)
 : i	i	i	i	i	i	i	i	0	i	i
CCOC(=O)c1sc2nc(CC(=O)OC)nc(NCCN3CCOCC3)c2c1C
 : .	i	i	i	i	i	.	i	-7	i	.
Clc1nc(Cl)nc(-c2cn(-c3ccccc3)c3ccccc23)n1
 : i	i	i	i	i	i	i	i	-5	i	i
CC(Oc1ccc([N+](=O)[O-])cc1)C(=O)NCCCN1CCOCC1 (centres undefined)
 : i	i	i	i	i	i	i	i	-5	i	i
CC1CC(C)(C)CC2(C1)NC(=O)N(CC(=O)N(Cc1ccccc1)c1ccccc1)C2=O (centres undefined)
 : i	i	i	i	i	i	i	i	-10	i	i
COC(=O)[C@@](C)(O)C1(C(=O)SC(C)(C)C)CC1
 : i	i	i	i	i	i	i	i	-8	i	i
C=CCCC(=O)NC1CC(C)(C)Cc2c1cnn2-c1ccc(OC)cc1 (centres undefined)
 : i	i	i	i	i	i	i	i	-3	i	i
Cc1ccc(CCNC(=O)C2CCN(S(=O)(=O)c3c(C)nn(C)c3C)CC2)cc1
 : i	i	i	i	i	i	i	i	-8	i	i
Cn1cccc1C(=O)NC(=O)CSc1nnc(C2CC2)n1-c1ccccc1
 : i	i	i	i	i	i	i	i	-11	i	i
O=C(NCc1ccccn1)C(=O)NCC1OCCN1S(=O)(=O)c1ccc([N+](=O)[O-])cc1 (centres undefined)
 : i	i	i	i	i	i	i	i	-7	i	i
COc1cccc(CN2CCN(CC#Cc3ccccc3)CC2CCO)c1 (centres undefined)
 : i	i	i	i	i	i	i	i	-5	i	i
CN(CCOCCOc1ccc(F)cc1)Cc1ccccc1
 : i	i	i	i	i	i	i	i	-8	i	i
O=C(NCc1ccccc1F)C1CCCN1C(=O)Nc1ccccc1 (centres undefined)
 : i	i	i	i	i	i	i	i	-3	i	i
COc1ccc(Nc2nc(NCCN3CCOCC3)nc(Nc3ccc(OC)cc3)n2)cc1
 : i	i	i	i	i	i	i	i	-19	i	i
CCCn1c(SC/C(O)=C(\C#N)c2nc3ccccc3[nH]2)n[nH]c1=O
 : i	i	i	i	i	i	i	i	-11	i	i
CCOC(=O)CC(N)c1ccc2c(c1)OCO2 (centres undefined)
 : i	.	i	i	i	i	i	.	-10	i	i
CCN1C(=O)[C@H]2[C@@H](c3ccc(C)cc3)N3C(=O)N(c4ccc(OC)cc4)C(=O)[C@@]3(Cc3ccc(Cl)cc3)[C@H]2C1=O
 : i	i	i	i	i	i	i	i	-1	i	i
O=C1CC(NS(=O)(=O)c2ccccc2)CN1c1ccc2c(c1)OCCO2 (centres undefined)
 : i	i	i	i	i	i	i	i	-9	i	i
Cc1ccc(S(=O)(=O)NC(C)(C)C)cc1C(=O)OCC(=O)N1CCCC1=O
 : i	i	i	i	i	i	i	i	-7	i	i
COc1ccc([N+](=O)[O-])cc1NC(=O)Nc1ccccc1
 : i	i	i	i	i	i	i	i	-9	i	i
O=C(CN1CCN(c2ccccn2)CC1)N1CC(O)CO1 (centres undefined)
 : i	i	i	i	i	i	i	i	-2	i	i
Cc1ccccc1NC(=O)c1cccc(N2C(=O)C3CCC(C)CC3C2=O)c1 (centres undefined)
 : i	i	i	i	i	i	i	i	-3	i	i
NC(=O)c1ccccc1N=Cc1ccccn1
 : i	i	i	i	i	i	i	i	-13	i	i

Following part.
Values run as follows: MrgX1 PAM	TMEM16A act	RGS4 inh	RGS4 pot	KCNQ1 block	KCNQ1 act	TMEM16A inh	KCNK3 inh	hERG rescue	KCNK9 inh	MrgX1 agonist
NC(N)=N/N=C/c1cccc([N+](=O)[O-])c1O
 : i	i	i	i	i	i	i	i	-9	i	i
Cc1nnc(NC(=O)c2c(F)c(F)c(F)c(F)c2F)s1
 : i	i	i	i	i	i	i	i	-4	i	i
C=CCn1c(-c2cccnc2Cl)nc2cc(Cl)c(Cl)cc21
 : i	i	i	i	i	i	i	i	-14	i	i
Cc1ccc(NC(=S)NCCN2CCOCC2)cc1C
 : i	i	i	i	i	i	i	i	-10	i	i
CC(C)Oc1cccc(C(=O)C2CCCN(C(=O)CCn3cnnn3)C2)c1 (centres undefined)
 : i	i	i	i	i	i	i	i	-13	i	i
Cc1ccc(C)c(N(C(=O)CNC(=O)c2ccco2)C(C(=O)NC2CCCC2)c2ccncc2)c1 (centres undefined)
 : i	i	i	i	i	i	i	i	-4	i	i
Cc1nc(N2CCN(Cc3ccc4c(c3)OCO4)CC2)[nH]c(=O)c1C
 : .	i	i	i	i	i	.	i	-9	i	.
CC1(C)O[C@@H]1COc1c2ccoc2cc2oc(=O)ccc12
 : i	i	i	i	i	i	i	i	-10	i	i

Bioassay records: PubChem BioAssay, Johns Hopkins Ion Channel Center
